# Assay outcomes from PubChem BioAssay.
# FXN GAA850 act = increases GAA850 frataxin promoter reporter activity; HEK293 lucGAA850 FXN promoter luciferase reporter, 24 h; percent of 10 µM SAHA response; activation, % at 6 µM; 0.56% of 360,000 active; AID 540364;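 active = activation above the average of all compounds screened plus 3 SD, cutoff fixed separately per campaign, cut at about 7.5% in these data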;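 also: 0% = DMSO wells and 100% = 10 µM SAHA wells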
# hgDAF12 agonist = agonists of H. glycines DAF-12 nuclear receptor. HEK293 GAL4-hgDAF12 UAS-luciferase reporter, agonist luminescence; normalized to butyrate control. activation, % at 6.8 µM. 1.8% of 370,000 active. AID 687014;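 active = activation above a cutoff set at the mean of all screened compounds plus 3 SD, cut at about 10% in these data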;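 also: 0% = DMSO wells and 100% = sodium butyrate wells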
# ssDAF12 agonist = activates DAF-12 receptor from parasite S. stercoralis. HEK293 ssDAF-12/GRIP1 lit1-tk-luc reporter, luminescence; % of 3 µM dafachronic acid response. activation, % at 6.8 µM. 1% of 370,000 active;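 active = activation above the mean over all tested compounds plus 3 SD, cut at about 0.9% in these data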;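 also: 0% = DMSO-only wells and 100% = 3 µM delta7-dafachronic acid wells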
# SMARCA2 activ = activators of SMARCA2 function; MG213 cells, MMTV-luciferase reporter, dexamethasone, overnight; activation, % at 9.1 µM; 1% of 370,000 active; in the data active = activation above about 7.8%;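 also: 0% = vehicle wells and 100% = reference activator wells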
# Rev-erbA mod = Rev-erb alpha (human) modulation | Rev-erbα–FITC-DNA binding, fluorescence polarization, 90 min | activity, % at 10 µM | 0.79% of 370,000 active | AID 1259318;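 active = activity above about 14%, limit read from the data; passing the limit was not always enough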;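 also: 0% = DMSO wells with 35 nM protein and 100% = DMSO wells with 750 nM protein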
# DAX1 inh-1 = DAX1 (NR0B1) inhibition, primary screen | HEK293T StAR-luciferase reporter, SF-1/DAX-1 repression relief | inhibition, % at 6.8 µM | 1.1% of 370,000 active | AID 652010;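 active = inhibition above the mean over all tested compounds plus 3 SD, cut at about 3.6% in these data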;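 also: 0% = DAX-1 cells with DMSO and 100% = cells lacking DAX-1 with DMSO; higher inhibition means more luminescence from relief of DAX-1 repression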
# hcDAF-12 act = activates DAF-12 receptor from parasite H. contortus; HEK293 hcDAF-12 lit1-tk-luc reporter, luminescence; 0% DMSO, 100% Δ7-dafachronic acid; activation, % at 6.8 µM; 1.4% of 370,000 active;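 active = activation above the mean of all tested compounds plus 3 SD, cut at about 5.5% in these data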;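 also: 100% = response to 3 µM Δ7-dafachronic acid high control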
# DAX1 inh-2 = inhibits human nuclear receptor DAX1; AID 504766; P51843; 0.99% of 340,000 active; inhibition, % at 6.75 µM; HEK293 Gal4-DAX1 luciferase reporter, luminescence;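 active = inhibition above the mean over all tested compounds plus 3 SD, cut at about 4.2% in these data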;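 also: 0% = DAX1-transfected cells with DMSO and 100% = empty-vector control cells with DMSO; inhibition shows as a rise in luminescence from relieved DAX1 repression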
# Target sequence (P51843 207-470 limits assumed): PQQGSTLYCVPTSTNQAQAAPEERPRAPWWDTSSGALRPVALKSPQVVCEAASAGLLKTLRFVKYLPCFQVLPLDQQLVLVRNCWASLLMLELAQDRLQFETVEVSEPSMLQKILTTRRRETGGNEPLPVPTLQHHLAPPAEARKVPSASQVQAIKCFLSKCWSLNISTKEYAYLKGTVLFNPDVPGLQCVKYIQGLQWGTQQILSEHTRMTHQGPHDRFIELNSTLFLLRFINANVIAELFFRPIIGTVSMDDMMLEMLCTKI
# PLCb3 inh = PLC-beta3 (human) inhibition, primary screen; Purified PLC-beta3, fluorogenic substrate, fluorescence; 0.18% of 370,000 active; AID 720704; inhibition, % at 12.2 µM; Q01970; in the data active = inhibition above about 11%;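 also: 0% = median of compound wells on plate and 100% = full blocker control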
# HGIII-sPLA2 inh = Inhibits HGIII-sPLA2 liposome hydrolysis, primary screen; AID 743126; Q9NZ20; QFRET BODIPY PC-A2 liposome hydrolysis, fluorescence; inhibition, % at 12.2 µM; 0.56% of 370,000 active;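 active = inhibition above mean plus 3 SD of compounds lying within the high and low control bounds, cut at about 19% in these data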;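 also: 0% = median of test compound wells and 100% = no enzyme DMSO wells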
# Target sequence (Q9NZ20 whole entry, looked up): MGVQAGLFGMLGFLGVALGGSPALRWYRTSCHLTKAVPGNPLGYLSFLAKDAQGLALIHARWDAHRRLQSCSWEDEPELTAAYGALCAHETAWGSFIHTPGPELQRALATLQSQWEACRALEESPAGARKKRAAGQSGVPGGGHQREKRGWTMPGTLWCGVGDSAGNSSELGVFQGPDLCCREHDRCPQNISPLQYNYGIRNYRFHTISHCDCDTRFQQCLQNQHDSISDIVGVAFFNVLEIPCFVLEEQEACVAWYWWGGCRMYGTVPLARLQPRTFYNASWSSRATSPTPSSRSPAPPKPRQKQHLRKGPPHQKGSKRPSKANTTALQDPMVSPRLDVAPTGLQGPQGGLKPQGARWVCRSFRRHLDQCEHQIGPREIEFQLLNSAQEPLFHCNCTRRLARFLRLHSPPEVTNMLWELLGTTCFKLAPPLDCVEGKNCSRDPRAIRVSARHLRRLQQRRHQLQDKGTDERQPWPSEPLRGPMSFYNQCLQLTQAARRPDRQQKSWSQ
# PG9 Ab binder = small molecules binding HIV-1 gp120 antibody PG9; TR-FRET gp120-PG9 antibody binding; inhibition, % at 6.7 µM; 0.43% of 360,000 active; in the data active = inhibition above about 8.5%
# Numbers without * were called inactive; . = not tested or not shown; & = joins results of further samples.
no.	compound	FXN GAA850 act	hgDAF12 agonist	ssDAF12 agonist	SMARCA2 activ	Rev-erbA mod	DAX1 inh-1
1	Cc1cnc(CNC(=O)c2csc([C@@H]3O[C@H](CO)[C@H](O)[C@H](O)[C@H]3O)n2)cn1	0.1	-0.6	-1.7	-3	5	-0.1
2	Cn1nnc(NC(=O)COc2ccc(C3CCCCC3)cc2)n1	-1.2	0.4	-1.3	-4	3	-0.8
3	CC(=O)NC(=S)Nc1cccc2ccc(C)nc12	1.1	0.1	-1.4	-6	5	-0.1
4	COc1c(C)cccc1C(=O)Nc1cc(Cl)ccc1N1CCOCC1	2.1	-0.8	-1.0	0	3	-0.4
5	O=C(NCCc1cn[nH]c1)c1ccc2oc(CCc3ccccc3)nc2c1	1.2	2.6	-1.6	0	-8	-0.6
6	CC(C)(C)C(=O)Nc1ccccc1N1CCN(c2ccc(F)cc2)CC1	0.0	0.0	-1.0	-1	-2	-0.5
7	COc1ccccc1C=C1CCc2ccccc2C1=O	.	18*	0.3	6	-1	8.6*
8	CC1CCc2c(sc3nc(C4CC4)nc(N4CCN(C(=O)c5ccco5)CC4)c23)C1 (stereo unspecified)	4.3	-2.6	-2.1	-4	1	-2.1
9	Cc1c(NC(=O)C(C)Oc2ccc(Br)cc2Cl)c(=O)n(-c2ccccc2)n1C (stereo unspecified)	-1.9	0.5	-1.4	-1	0	-0.5
10	COc1ccc(CNC(=O)c2ccc(C(C)(C)C)cc2)cc1	3.5	8.0	-0.4	6	-3	2.3
11	O=C(CSc1nnc2ccc(-c3ccccn3)nn12)Nc1cccc(F)c1	-0.2	1.1	-1.0	-5	22*	1.0
12	Cc1cc(=O)oc2cc(OCC(=O)N3c4ccccc4NC(=O)C3(C)C)ccc12	0.0	1.8	-1.0	0	-7	-0.6
13	CCNC(=O)NC(=O)C(C)OC(=O)c1cc(S(=O)(=O)N2CCCCCC2)ccc1OC (stereo unspecified)	0.7	-2.3	-1.5	0	-2	-1.4
14	O=C(Cn1c(=O)n(Cc2ccccc2)c(=O)c2ccccc21)NCc1ccco1	-0.5	-0.8	-1.4	0	-4	-0.8
15	CCCCC1(COC(=O)CCC(=O)O)C(=O)N(c2ccccc2)N(c2ccccc2)C1=O	-0.4	-2.1	-0.4	-5	-3&-3	-0.5

no.	hcDAF-12 act	DAX1 inh-2	PLCb3 inh	HGIII-sPLA2 inh	PG9 Ab binder
1	2.3	.	2	5	-2.1
2	-0.4	0.5	6	-6	-1.0
3	-1.2	0.2	-4	5	-0.5
4	-0.1	0.1	2	6	-2.3
5	5.3	0.9	-2	2	-3.6
6	-2.5	-0.7	-4	1	-1.8
7	7.2*	.	1	3	0.8
8	-3.5	-2.9	-2	-5	0.4
9	0.0	-0.5	-3	2	0.7
10	2.5	2.5	-3	4	1.8
11	-1.6	-0.5	-5	12	1.0
12	0.0	-0.7	-76	2	-1.4
13	-2.1	-0.8	3	-5	-1.1
14	-1.3	-1.1	-2	0	0.7
15	0.2	-1.5	-4	-2	-0.3

# The list goes on:
no.	compound	FXN GAA850 act	hgDAF12 agonist	ssDAF12 agonist	SMARCA2 activ	Rev-erbA mod	DAX1 inh-1
16	COc1ccc(/C=C2\N=C(c3ccccc3Cl)NC2=O)cc1	-6.7	1.9	-1.7	-2	-12	-0.7
17	COC(=O)c1cccc(C(=O)N2CCC(CO)(Cc3ccccc3Cl)CC2)c1	0.4	-0.1	-1.4	-3	0	0.3
18	CCn1nc(C)c(CNC(=O)Nc2ccccc2C(=O)OC)c1C	1.0	-0.8	-2.2	-2	3	-2.0
19	C/C(=N\Nc1ccc(Cl)cc1)c1c(O)cc(C)oc1=O	1.1	1.5	-1.0	4	-6	-0.1
20	Cc1c(CCC(=O)NCCCn2ccnc2)c(=O)oc2cc3oc4c(c3cc12)CCCC4	-5.2	-10	-2.0	-4	-2	-0.2
21	O=C(NC1C2CCCC1CN(C1CC1)C2)c1ccc(Cl)cc1 (stereo unspecified)	-0.8	-2.7	-0.3	-2	2	0.2
22	CC[C@H](C)[C@H]1CNC(=S)N1CC1CCN(CC)CC1	-0.5	-0.8	-1.1	-6	-4	0.7
23	CC(=O)N1CCN(S(=O)(=O)c2ccc(C)c([N+](=O)[O-])c2)C1C(C)C (stereo unspecified)	1.0	3.9	-1.1	-2	5	0.1
24	Cc1ccc2c(c1)N(C(=O)CCC(=O)NCc1cccnc1)CC(C)O2 (stereo unspecified)	-1.7	-2.4	-0.9	-2	0	0.4
25	CCC[C@@H]1CCCO[C@@](C(=O)NCc2cc(C)n(C)n2)(C(F)(F)F)C1	0.5	0.5	-1.1	2	-2	-0.2
26	CC1CC(C)(C)NC(=S)N1CCC(=O)Nc1ccc2c(c1)OCCO2 (stereo unspecified)	-1.2	-1.3	-1.5	-1	-1	-0.2
27	COC(=O)c1ccc(CO/N=C(\NC(C)=O)c2nonc2NC(C)=O)cc1	-0.3	1.6	-1.3	-2	0	-1.2
28	O=[N+]([O-])C1=CC=C2C(=NC3(CCCCC3)N2O)C1=NCCc1ccccc1	2.4	-2.0	-1.1	-1	0	-0.4
29	S=C(NCC1CCCCC1)Nc1ccc(Oc2ccccc2)cc1	0.1	-3.6	-2.0	-1	-7	-1.4
30	CC(C)=CCN1CCN(Cc2cccc3nccnc23)CC1CCO (stereo unspecified)	-2.6	-2.5	-1.6	2	1	0.5

no.	hcDAF-12 act	DAX1 inh-2	PLCb3 inh	HGIII-sPLA2 inh	PG9 Ab binder
16	-1.4	.	-18	-23	-4.2
17	-0.5	-0.2	-4	-16	-1.7
18	-2.1	-0.7	-15	5	1.2
19	0.7	.	1	-9	-1.1
20	-5.5	-0.8	-406	-13	-0.6
21	-3.5	-0.3	-4	20*	1.1
22	-2.5	-2.0	3	15	-0.8
23	0.7	-0.5	-2	9	0.4
24	1.9	1.2	2	-5	-1.1
25	-1.4	-0.1	3	3	1.1
26	-0.5	-0.8	-6	12	1.1
27	-1.8	2.4	4	5	-0.9
28	-0.4	0.5	1	1	-2.0
29	-2.8	1.1	2	3	-1.4
30	-1.5	3.3	-3	2	-0.3

# Next section, overlapping the part above by three compounds.
no.	compound	FXN GAA850 act	hgDAF12 agonist	ssDAF12 agonist	SMARCA2 activ	Rev-erbA mod	DAX1 inh-1
28	O=[N+]([O-])C1=CC=C2C(=NC3(CCCCC3)N2O)C1=NCCc1ccccc1	2.4	-2.0	-1.1	-1	0	-0.4
29	S=C(NCC1CCCCC1)Nc1ccc(Oc2ccccc2)cc1	0.1	-3.6	-2.0	-1	-7	-1.4
30	CC(C)=CCN1CCN(Cc2cccc3nccnc23)CC1CCO (stereo unspecified)	-2.6	-2.5	-1.6	2	1	0.5
31	COc1ccc(/C=N/NC(=O)CN2CCCCCCC2)c(C)c1C	-0.2	0.7	-1.7	3	4	0.7
32	COc1cccc(N2CCN(c3c4c(nc5ncnn35)CCC4)CC2)c1	-1.4	-4.9	-3.0	-6	0	-2.3
33	CCC(C)NS(=O)(=O)c1ccc(S(=O)(=O)N2CC=C(c3ccc(F)cc3)CC2)cc1 (stereo unspecified)	0.6	0.7	-1.7	-5	-1	-0.3
34	O=C(N/N=C/c1ccc2nccnc2c1)c1ccncc1	0.5	1.9	-1.4	-2	1	-0.1
35	COc1ccc(N(CC(=O)N2CCN(Cc3ccccc3)CC2)S(=O)(=O)c2ccccc2)cc1	-1.4	0.5	-0.6	-2	1	-0.7
36	O=C1NC(=NCc2ccccc2)S/C1=C/c1ccc(O)cc1	-2.5	1.2	-1.9	1	2	-0.8
37	C#CCN(Cc1ccco1)C(=O)c1cc(COc2ccc(F)cc2Cl)on1	-1.0	1.7	-2.2	3	1	-0.1
38	O=C(NCCc1ccccc1)C(c1ccccc1F)N(C(=O)c1csnn1)C1CC1 (stereo unspecified)	-0.1	-1.6	-0.8	4	-2	0.8
39	CCCCCCCCCCCCCC(=O)NO	1.6	-0.8	-0.2	-2	-2	-0.9
40	Cn1cccc1/C=N/N1CCN(Cc2ccc(Cl)cc2)CC1	-1.4	-0.1	-1.7	-1	9	-0.9
41	Cc1ccc2nsnc2c1NC(=O)CCl	0.1	-3.6	-0.9	1	1	-3.8
42	O=C(O)c1ccc(N2CCS(=O)(=O)CC2)cc1	0.9	-1.6	-1.2	-4	-2	0.5
43	COC(=O)C(C(=O)OC)N1C(=O)CCC1=O	-0.1	1.8	-1.5	-4	1	-0.4
44	O=C(NC1CCCCC1)c1nc(C2CCNCC2)oc1-c1ccccc1	.	1.6	-1.7	-2	-6	1.5
45	COC(=O)c1cc(S(=O)(=O)Nc2cccc(S(N)(=O)=O)c2)oc1C	0.2	-0.8	-1.2	-6	0	0.2

no.	hcDAF-12 act	DAX1 inh-2	PLCb3 inh	HGIII-sPLA2 inh	PG9 Ab binder
28	-0.4	0.5	1	1	-2.0
29	-2.8	1.1	2	3	-1.4
30	-1.5	3.3	-3	2	-0.3
31	-1.9	0.1	-6	4	-1.9
32	-3.4	-2.3	-2	6	-0.7
33	-1.7	-0.9	7	-33	-3.5
34	-0.3	0.8	-9	2	-2.6
35	-1.1	0.0	-3	-4	1.6
36	-2.4	-2.2	-42	-25	-6.7
37	-1.7	0.2	0	-10	-3.3
38	0.5	0.1	-1	6	-1.2
39	2.4	2.7	0	4	0.3
40	-2.5	-2.0	-6	-2	-3.8
41	1.4	0.3	-49	4	0.5
42	-0.5	3.9	-3	3	-0.8
43	0.1	0.7	5	10	0.9
44	0.2	.	2	4	0.0
45	-2.5	1.3	-4	9	1.5

# Next part.
no.	compound	FXN GAA850 act	hgDAF12 agonist	ssDAF12 agonist	SMARCA2 activ	Rev-erbA mod	DAX1 inh-1
46	CC(C)(C)NC(=O)Nc1nnc(SCC(=O)NC2CCCCC2)s1	2.3	1.1	-0.7	1	-4	-1.8
47	O=c1[nH]c2ccccc2cc1CN(Cc1ccco1)S(=O)(=O)c1ccccc1	0.9	-2.9	-1.3	-4	-6	-0.8
48	O=C(NCCCNc1ccnc2cc(Cl)ccc12)c1ccccc1F	0.1	-2.7	-1.2	-2	-3	0.2
49	O=C1Nc2ccccc2-n2nnnc2C1N1CCN(c2ccc(C(F)(F)F)cn2)CC1 (stereo unspecified)	.	0.7	-0.6	-3	6	-0.3
50	CCCCC(=O)Nc1ccc2c(c1)OCCO2	-4.0	2.8	-0.9	1	2	0.3
51	Cc1ccn2cc(CCNC(=O)c3ccc(Br)o3)nc2c1	1.2	2.7	-1.0	1	8	0.5
52	COC(=O)c1ccc(S(=O)(=O)N2CCC(NC(=O)Cc3cccc(C)c3)CC2)cc1	.	1.8	-1.0	1	1	-0.4
53	Cc1oc(C)c(C(N)=O)c1C(N)=O	1.7	3.6	-1.0	0	2	-0.5
54	CN(C)CCCNC(=S)NCCNc1nc2cc3c(cc2cc1C#N)OCO3	-0.3	-2.0	-1.4	-2	-5	-0.1

no.	hcDAF-12 act	DAX1 inh-2	PLCb3 inh	HGIII-sPLA2 inh	PG9 Ab binder
46	-1.3	-0.5	-3	-11	-1.6
47	-2.3	0.2	-30	-9	-1.1
48	-1.1	-0.3	-9	-5	-0.9
49	0.0	.	1	5	-3.2
50	-1.5	0.6	0	1	-0.3
51	0.6	-0.9	-6	1	-1.6
52	-1.6	.	1	0	.
53	0.8	1.5	11*	8	-2.6
54	0.8	-1.3	-85	9	-0.5
